Mdm2 MdmX PPI = inhibitors of human Mdm2/MdmX interaction; O15151+Q00987; SaOS-2 split-luciferase Mdm2/MdmX complementation, luminescence; inhibition, % at 8 µM; 3% of 330,000 active; AID 485346;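 active = inhibition of at least 50% at 8 µM in the primary screen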
Target sequence (O15151 whole entry, looked up): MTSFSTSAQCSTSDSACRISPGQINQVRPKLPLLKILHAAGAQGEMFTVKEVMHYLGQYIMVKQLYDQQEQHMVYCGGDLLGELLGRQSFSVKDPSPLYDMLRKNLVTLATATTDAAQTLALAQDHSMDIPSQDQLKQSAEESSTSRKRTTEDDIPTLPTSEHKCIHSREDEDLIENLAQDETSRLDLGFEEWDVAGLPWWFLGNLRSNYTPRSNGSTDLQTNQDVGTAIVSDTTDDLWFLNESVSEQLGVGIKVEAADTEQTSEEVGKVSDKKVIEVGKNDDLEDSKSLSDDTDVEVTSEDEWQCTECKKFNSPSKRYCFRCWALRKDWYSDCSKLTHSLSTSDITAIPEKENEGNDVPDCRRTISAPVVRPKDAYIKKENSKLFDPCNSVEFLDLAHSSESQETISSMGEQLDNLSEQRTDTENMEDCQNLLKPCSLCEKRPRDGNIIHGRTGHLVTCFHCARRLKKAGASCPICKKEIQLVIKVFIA
Target sequence (Q00987 whole entry, looked up): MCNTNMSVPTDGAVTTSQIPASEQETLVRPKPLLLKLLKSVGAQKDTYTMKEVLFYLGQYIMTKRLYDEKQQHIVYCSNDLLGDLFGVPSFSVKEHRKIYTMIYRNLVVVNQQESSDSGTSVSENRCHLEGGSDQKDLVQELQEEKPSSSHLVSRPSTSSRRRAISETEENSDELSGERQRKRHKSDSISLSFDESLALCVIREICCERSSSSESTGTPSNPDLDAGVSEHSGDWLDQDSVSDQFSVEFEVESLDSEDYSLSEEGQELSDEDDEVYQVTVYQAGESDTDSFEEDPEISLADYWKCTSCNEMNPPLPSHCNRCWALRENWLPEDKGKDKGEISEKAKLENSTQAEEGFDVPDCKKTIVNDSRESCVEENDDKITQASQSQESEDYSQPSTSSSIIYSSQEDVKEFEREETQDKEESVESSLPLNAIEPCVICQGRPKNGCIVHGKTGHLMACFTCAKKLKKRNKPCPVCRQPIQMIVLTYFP
CXCR6 inh = blocks human CXCR6 beta-arrestin recruitment. CHO-K1 PathHunter CXCR6 beta-arrestin, luminescence. 0.36% of 360,000 active. AID 602244. O00574. inhibition, % at 20 µM; in the data active = inhibition above about 34%, passing the limit was not always enough;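 note: antagonist mode with CXCL16 agonist at 10 nM final; 0% = 10 nM CXCL16 with DMSO and 100% = unstimulated wells without agonist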
APJ ag = APJ receptor agonism. CHO-K1 APJ PathHunter beta-arrestin, luminescence; 0% DMSO wells, 100% apelin. 0.11% of 330,000 active. activation, % at 20 µM. AID 2520;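 active = activation more than six SD over the plate average, tested at 20 µM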;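 note: 0% = DMSO alone and 100% = apelin-13 at 10 nM; some results filed as inactive read as strong as hits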
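Test system: CHO-K1 APJ beta-arrestin complementation cell line | Compound: Single test compound dose, 20 µM final, 1% DMSO | Incubation: Compound 90 min 25 °C, reagent 1 h | Measured by: beta-gal luminescence | Read-out basis: APJ–arrestin association signal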
UPR XBP1 act = adaptive UPR (XBP1) activation; AID 463104; 0.33% of 330,000 active; activation, % at 20 µM; CHO-XBP1 luciferase reporter, IRE1-XBP1 UPR activation, luminescence; percent of tunicamycin response, DMSO as zero;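 active = versus positive control, 20 µM dose yields 30% or more activation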;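 note: 100% = tunicamycin at 10 µg/mL and 0% = DMSO only wells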
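incubation = overnight seeding at 37 °C, 6 h compound treatment at 37 °C | assay system = CHO-XBP1 cells stably carrying IRE1-XBP1-driven luciferase reporter | input = 1000 cells per well | detection = luciferase luminescence | dosing = single point, 20 µM final compound, 1% DMSO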
APJ antag = antagonists of human APJ apelin receptor. CHO-K1 APJ beta-arrestin complementation, luminescence. 0.32% of 330,000 active. inhibition, % at 20 µM;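 active = inhibition above about 40% at 20 µM, limit read from the data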;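 note: cells challenged with 10 nM apelin-13 agonist together with compound; plate controls were apelin-13 plus DMSO wells for no effect and DMSO wells lacking apelin-13 for full effect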
TIM10 inh = growth inhibitors of TIM10 yeast strain | S. cerevisiae TIM10 strain growth, BacTiter-Glo luminescence, 24 h | inhibition, % at 10 µM | 1.4% of 330,000 active;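 active = inhibition of 40% or more at the single tested concentration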;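 note: wild-type TIM10 isogenic control strain grown at permissive 25 °C; 0% = DMSO yeast wells and 100% = minimal medium wells without yeast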
tim23-1 inh = inhibits growth of tim23-1 mutant yeast; S. cerevisiae tim23-1 growth, BacTiter-Glo luminescence, 24 h; inhibition, % at 20 µM; AID 463212; 1.3% of 330,000 active;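 active = growth inhibition of the mutant yeast at or above 50%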;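 note: temperature-sensitive mutant grown at 25 °C; plate controls were DMSO-treated mutant yeast for no effect and medium wells lacking yeast for full effect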
UPR CHOP act = activators of apoptotic arm of unfolded protein response (CHOP) | AID 449763 | activation, % at 10 µM | 0.34% of 330,000 active | CHO-CHOP luciferase reporter, UPR activation, luminescence; percent of tunicamycin response over DMSO baseline;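 active = at 10 µM dose, activation of 40% or more, normalized to positive control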;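 note: 100% = tunicamycin at 10 µg/mL and 0% = DMSO alone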
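System: CHO-CHOP luciferase reporter cell line; amount: 500 cells/well; buffer or medium: F12 medium containing 10% fetal bovine serum; incubation: 6 h compound exposure at 37 °C after overnight seeding; measured by: luciferase luminescence after 10 min with Steady-Glo reagent; evaluation: % reporter activation, DMSO baseline versus tunicamycin full activation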
tim10-1 inh = growth inhibitors of tim10-1 mutant yeast; AID 463190; S. cerevisiae tim10-1 ts strain growth, BacTiter-Glo, 24 h; 2.2% of 330,000 active; inhibition, % at 20 µM;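 active = inhibition of at least 40%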;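 note: mutant grown at 25 °C; 0% = DMSO wells with yeast and 100% = wells holding no yeast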
An asterisk follows results filed as active; & = joins results of further samples. The list is partial; count on the stated rates, not on these rows.

Second line of a record – Mdm2 MdmX PPI	CXCR6 inh	APJ ag	UPR XBP1 act	APJ antag	TIM10 inh	tim23-1 inh	UPR CHOP act	tim10-1 inh
CCOc1ccc(NC(=O)CCc2nnc3ccc(N4CCC(C)CC4)nn23)cc1
→ 8	-15	0	0	-27	10	15	1.7	6
CCc1ccc(CNC(=O)C2CCC(=O)N2C2CCCCC2)cc1 (stereo unspecified)
→ 9	2	-3	1	2	2	11	-0.9	7
CCOC(=O)Cn1cc(/C=N/N2C(=O)C3C4C=CC(C4)C3C2=O)c2ccccc21 (stereo unspecified)
→ 5	0	-3	3	1	0	20	0.2	20
Cc1ccccc1N1CCN(S(=O)(=O)c2nnc(NC(=O)c3ccco3)s2)CC1
→ 20	2	1	-2	-1	31	35	1.8	46*
Cc1cccc(C)c1NC(=O)CCCCCC1NC(=O)NC1C (stereo unspecified)
→ 5	1	-1	-1	-9	-1	2	-0.4	13
O=C(CSc1nc(-c2ccccc2)cs1)NCCN1C(=O)CSC1=O
→ -11	11	-6	-1	8	13	-2	-0.1	12
O=C(O)/C=C/C(=O)Nc1ccc(C(=O)c2ccccc2)cc1
→ 20	1	-3	0	0	3	-9	-1.0	-5
Cc1cc(=O)[nH]c(SCc2ccccc2)n1
→ -6	-8	-1	0	0	14	24	1.5	19
COc1ccc([C@H]2CC(=O)C=C(c3ccc(C(=O)O)cc3)C2)cc1OC
→ 15	-7	-2	-1	4	-2	-1	-1.6	-13
COc1cc(Cl)c(C)cc1NC(=O)CSC1=NCCS1
→ -24	3	-3	0	-2	19	32	-1.2	12
CN(C)C(=O)c1nc2ccc(Cl)cn2c1CNCc1cccc(OC(F)(F)F)c1
→ 16	-10	-3	-2	-3	1	19	-1.0	15
COCCCNc1nc2c(c(=O)n(C)c(=O)n2C)n1Cc1cccc(OC)c1
→ -16	-1	2	-4	-7	-8	15	1.2	23
Cc1cccc(NC(=O)CCc2ccc(C)o2)c1
→ 5	-15	-5	-3	13	11	0	-2.0	1
O=C(N/N=C/c1ccccc1O)C1CC(=O)N(c2ccc(F)cc2)C1 (stereo unspecified)
→ 52*	4	-4	0	-8	5	1	-0.7	15
O=C(O/N=C1\CCS(=O)(=O)c2sccc21)c1ccc(F)cc1
→ -7	-2	-3	3	10	-3	-12	0.8	-6
Cc1cc(C(=O)Nc2ccccn2)cs1
→ -42	-7	-4	-3	4	-4	26	-0.9	0
CCOC(=O)c1[nH]cnc1C(=O)Nc1cccc(Cl)c1
→ -19	-8	-2	3	14	9	4	0.6	-2
O=C(NCc1ccco1)C1CCN(S(=O)(=O)c2cccc([N+](=O)[O-])c2)CC1
→ -16	-8	1	0	-12	8	4	-0.2	-21
CCOC(=O)c1nn(-c2ccccc2)c(=O)cc1OCC(=O)Nc1cc(C)ccc1C
→ 12	-8	-6	-6	16	-5	9	0.4	-4
CNC(=O)COC(=O)/C=C/c1ccco1
→ 2	-5	-2	-1	-24	-4	0	-0.2	-2
COc1ccc(-c2cc(C(=O)OCC(=O)N(C)C3CCS(=O)(=O)C3)c3ccccc3n2)cc1OC (stereo unspecified)
→ 16	10	0	0	-11	-10	1	-0.2	4
Cc1cc(C(=O)N/N=C2/CC(C)CC(C)(C)C2)c(C)o1 (stereo unspecified)
→ -20	4	-2	-1	7	9	7	-0.9	-14
CC1(C)CC2(C)OCCN2C(=S)N1 (stereo unspecified)
→ 2	-5&-9	-3	-2	1	1	-6	-1.7	-5
COc1ccccc1CNC(=O)c1ccc(Cl)c(S(=O)(=O)N2CCCC2)c1
→ 3	-6	0	-3	-1	-10	-7	-1.3	-1
CCO[C@H]1OC(C(=O)N2CCN(Cc3ccccc3)CC2)=C[C@@H](C)[C@@H]1CCCO
→ 3	-1	-5	0	6	4	-6	-0.9	-16
O=C(Cc1ccccc1Cl)Nc1cc(S(=O)(=O)N2CCOCC2)ccc1N1CCOCC1
→ 12	-5	1	-2	-3	7	13	1.6	1
COc1ccc(OC)c(-n2c(SCC(=O)Nc3cc(C)on3)nnc2-c2c[nH]c3ccccc23)c1
→ 9	-2	5	0	-17	9	20	1.4	52*
CCc1cccc(CC)c1NC(=O)CO/N=C(\N)CC(=O)NC1CCCCC1
→ -18	7	-6	-1	2	-8	4	-2.2	15
O=C(Cn1cc(C(F)(F)F)ccc1=O)NCCc1ccc(Cl)cc1Cl
→ -5	0	4	0	8	-13	-1	0.6	3
Fc1ccccc1NC(=S)Nc1ccc(CN2CCOCC2)cc1
→ 2	-2	0	-2	9	-1	4	0.6	2
COc1ccc(OC)c(-n2c(-c3ccn[nH]3)n[nH]c2=S)c1
→ 12	4	3	-2	6	7	8	0.7	6
COc1cccc(CNC(=O)c2ccccc2NC(=O)C2=C(C)OCCS2)c1OC
→ 15	6	1	-5	-6	16	22	0.3	26
COc1cc(/C=C2/C(=O)ON=C2C)ccc1OCc1cccc(F)c1
→ -13	-19	4	18	-5	-8	52*	30	9
O=C(COC(=O)CCc1ccccc1)NCc1ccccc1
→ 12	12	-4	0	10	3	9	1.1	-9
CC(=O)N1CCc2cc(S(=O)(=O)CCC(=O)N(C)c3cc(C)ccc3C)ccc21
→ 11	3	0	-2	7	11	9	-1.3	4
Cc1noc2ncnc(N3CCCC3)c12
→ 5	8	-3	0	20	-5	-1	-1.2	-4
COc1cccc(CN2CCN(c3cccc(C(F)(F)F)c3)CC2)c1OC
→ 7	-1	-4	0	2	10	18	-0.5	39
Cc1cccn2c(=O)c(C=O)c(N3CCC4(CC3)OCCO4)nc12
→ 24	-2	1	-2	9	7	1	-0.5	1
Cc1ccc(OCC(=O)NCCCNC(=O)c2cccnc2)cc1
→ 7	5	-1	6	22	2	-2	1.7	1
CC1CCC2(CC1)NC(=O)N(CC(=O)c1cccn1C)C2=O (stereo unspecified)
→ 12	1	3	-3	-12	-18	6	1.0	13

Structures listed above marked active in Mdm2 MdmX PPI.
SMILES | Mdm2 MdmX PPI | CXCR6 inh | APJ ag | APJ antag
O=C(N/N=C/c1ccccc1O)C1CC(=O)N(c2ccc(F)cc2)C1 (stereo unspecified) | 52* | 4 | -4 | -8

Part of the list above, with tabs:
canonical_smiles	Mdm2 MdmX PPI	CXCR6 inh	APJ ag	UPR XBP1 act	APJ antag	TIM10 inh	tim23-1 inh	UPR CHOP act	tim10-1 inh
COc1ccccc1CNC(=O)c1ccc(Cl)c(S(=O)(=O)N2CCCC2)c1	3	-6	0	-3	-1	-10	-7	-1.3	-1
CCO[C@H]1OC(C(=O)N2CCN(Cc3ccccc3)CC2)=C[C@@H](C)[C@@H]1CCCO	3	-1	-5	0	6	4	-6	-0.9	-16
O=C(Cc1ccccc1Cl)Nc1cc(S(=O)(=O)N2CCOCC2)ccc1N1CCOCC1	12	-5	1	-2	-3	7	13	1.6	1
COc1ccc(OC)c(-n2c(SCC(=O)Nc3cc(C)on3)nnc2-c2c[nH]c3ccccc23)c1	9	-2	5	0	-17	9	20	1.4	52*
CCc1cccc(CC)c1NC(=O)CO/N=C(\N)CC(=O)NC1CCCCC1	-18	7	-6	-1	2	-8	4	-2.2	15
O=C(Cn1cc(C(F)(F)F)ccc1=O)NCCc1ccc(Cl)cc1Cl	-5	0	4	0	8	-13	-1	0.6	3
Fc1ccccc1NC(=S)Nc1ccc(CN2CCOCC2)cc1	2	-2	0	-2	9	-1	4	0.6	2
COc1ccc(OC)c(-n2c(-c3ccn[nH]3)n[nH]c2=S)c1	12	4	3	-2	6	7	8	0.7	6
COc1cccc(CNC(=O)c2ccccc2NC(=O)C2=C(C)OCCS2)c1OC	15	6	1	-5	-6	16	22	0.3	26
COc1cc(/C=C2/C(=O)ON=C2C)ccc1OCc1cccc(F)c1	-13	-19	4	18	-5	-8	52*	30	9
O=C(COC(=O)CCc1ccccc1)NCc1ccccc1	12	12	-4	0	10	3	9	1.1	-9
CC(=O)N1CCc2cc(S(=O)(=O)CCC(=O)N(C)c3cc(C)ccc3C)ccc21	11	3	0	-2	7	11	9	-1.3	4
Cc1noc2ncnc(N3CCCC3)c12	5	8	-3	0	20	-5	-1	-1.2	-4
COc1cccc(CN2CCN(c3cccc(C(F)(F)F)c3)CC2)c1OC	7	-1	-4	0	2	10	18	-0.5	39
Cc1cccn2c(=O)c(C=O)c(N3CCC4(CC3)OCCO4)nc12	24	-2	1	-2	9	7	1	-0.5	1
Cc1ccc(OCC(=O)NCCCNC(=O)c2cccnc2)cc1	7	5	-1	6	22	2	-2	1.7	1
CC1CCC2(CC1)NC(=O)N(CC(=O)c1cccn1C)C2=O (stereo unspecified)	12	1	3	-3	-12	-18	6	1.0	13

Other structures follow.
Second line of a record – Mdm2 MdmX PPI	CXCR6 inh	APJ ag	UPR XBP1 act	APJ antag	TIM10 inh	tim23-1 inh	UPR CHOP act	tim10-1 inh
O=C(CSc1nnc(-c2ccc(Br)cc2)n1CCc1ccccc1)NC1CCS(=O)(=O)C1 (stereo unspecified)
→ 14	-2	0	1	7	12	3	-0.9	11
O=C(CCc1ccccc1)Nc1cc(NC(=O)CCc2ccccc2)cc(C(=O)O)c1
→ -4	-3	2	-4	4	1	12	0.2	-1
CCOC(=O)CN1C(=O)S/C(=C/c2ccc(OC)c([N+](=O)[O-])c2)C1=O
→ 24	9	1	3	10	25	14	0.0	17
COc1ccc(/C=C/C(=O)N2CCN(c3ccccn3)CC2)cc1
→ 10	-3	-1	-3	12	2	1	0.7	13
CC(C)CC(=O)N1CCN(Cc2ccc(Br)cc2)CC1
→ 37	-1	-4	-4	1	6	14	-0.3	12
O=c1/c(=C/c2ccc([N+](=O)[O-])cc2)sc2n1CCCN=2
→ -24	4	5	1	-32	-6	13	4.2	14
O=C(NC(=S)Nc1ccccc1N1CCOCC1)c1ccccc1F
→ 38	-2	-4	-3	13	39	57*	-1.8	52*
Cc1ccc(C)c(OCCC(=O)OC(C)C(=O)Nc2c(C)n(C)n(-c3ccccc3)c2=O)c1 (stereo unspecified)
→ 32	5	-1	-2	18	-4	-6	-0.2	-15
COc1cc(C(=O)Sc2ccc(C)cc2)cc(OC)c1OC
→ -2	-9	-4	5	18	-12	11	20	-36
Cc1ccc(NC(=O)NNC(=O)c2cc3ccccc3cc2O)cc1
→ -5	-10	-1	-2	-12	-10	-12	1.0	-3
CC1=CC(C)(C)N2C(=O)C3(C(C#N)=C(N)Oc4cc(O)ccc43)c3c(C)c(C)cc1c32 (stereo unspecified)
→ 68*	2	2	4	9	30	32	1.3	35
CCCC(=O)N1CCN(c2nc3c(OC)ccc(Cl)c3s2)CC1
→ 13	0	-4	-4	-7	4	29	-0.5	31

Assay outcomes deposited in PubChem BioAssay by Sanford-Burnham Center for Chemical Genomics.
